Bioassay records: PubChem BioAssay, National Center for Advancing Translational Sciences (NCATS)
WRN inhibitor: blocks human WRN helicase; Q14191; AID 651768; hit rate 0.46% among 360,000; Potency, µM (titrated, usually from 114 µM), without a hit: top-dose activity change, negative = inhibition, usual class: inhibitors; WRN helicase unwinding, fluorescent forked duplex, kinetic; further: potency means the concentration at half of the fitted maximal effect; on the % scale 0 is the no-effect control and ±100 the full control effect; nearly all actives have a fitted effect of over 55% in size
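WRN at 20 nM final was preincubated with compound for 15 min at room temperature; reaction started with 100 nM forked duplex oligonucleotide carrying fluorophore and quencher plus 2 mM ATP (final). Unwinding followed kinetically by red fluorescence (ex 525/em 598 nm).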
EPAC1 agonist: activates human EPAC1 exchange factor | EPAC1 agonist qHTS, biochemical assay; response scale: 100% = response to 6.5 mM cAMP | O95398 | AID 720707 | Potency, µM (titrated, usually from 154 µM), for the others: at the top dose activation, usual class: activators | hit rate 0.073% among 360,000; further: potency means the concentration at half of the fitted maximal effect; nearly all actives have a fitted effect of over 60% in size
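Nucleotide exchange assay: 100 nM EPAC1 with 250 nM Rap1B loaded with BODIPY-GDP and 50 uM GDP, room temperature. Fluorescence (480/540 nm) read every 5 min for 30 min; signal change normalized to 6.5 mM cAMP as full agonist.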
IL2 activator: activates IL-2 in a cell-based reporter assay | activation, % (series mostly up to about 46 µM) | hit rate 0.065% among 360,000 | IL-2 activation reporter assay, cell-based qHTS; stimulated with anti-CD3/CD4/CD28 beads; in transgenic mouse T cells | AID 652025; in the data active means activation above about 50%; inconclusive means mostly about 30% to 49%; further: 0% is about no effect
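Unstimulated transgenic mouse T cells; 60-min compound exposure; bead-based TCR/CD4/CD28 stimulation; 18 h culture, 37 degrees C; dual fluorescence (EGFP, DsRed) plate cytometry.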
PI5P4Ka inh: PI5P4K alpha (human) kinase inhibition; AID 652105; max response, %; hit rate 1.2% among 330,000; PI5P4Kalpha enzyme, ADP-Glo luminescence, 60 min; active compounds read low; P48426; active means max response of -50% or lower; inconclusive means between -30% and -50%; inactive means -30% or higher; further: value at the top dose of about 77 µM; on the % scale 0 is the no-effect control and ±100 the full control effect
Target sequence (P48426 whole entry, looked up): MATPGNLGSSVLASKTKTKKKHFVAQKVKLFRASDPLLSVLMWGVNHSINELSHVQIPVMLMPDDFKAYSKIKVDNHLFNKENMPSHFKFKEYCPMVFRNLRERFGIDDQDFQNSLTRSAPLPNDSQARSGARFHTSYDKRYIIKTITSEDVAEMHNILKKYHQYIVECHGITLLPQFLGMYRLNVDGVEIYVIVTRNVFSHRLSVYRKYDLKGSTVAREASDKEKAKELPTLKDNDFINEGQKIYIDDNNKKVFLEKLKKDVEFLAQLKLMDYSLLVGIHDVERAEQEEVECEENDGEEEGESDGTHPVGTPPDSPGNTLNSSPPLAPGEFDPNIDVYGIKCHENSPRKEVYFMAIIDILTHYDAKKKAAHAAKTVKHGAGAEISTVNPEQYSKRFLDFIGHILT
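Enzyme plus substrate dispensed, test compounds pinned in, then ATP (5 microM final) added. After 60 min at RT, ADP-Glo reagent 1 for 45 min and reagent 2 for 30 min preceded luminescence imaging.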
FUS yeast rescue: FUS proteinopathy suppression in yeast | S. cerevisiae FUS-expressing, growth rescue, OD600, 24 h | Potency, µM (doses to about 76.6 µM), without a hit: at the top dose growth rescue (activation), most hits filed as activators | hit rate 0.24% among 390,000 | AID 1347120;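 further: potency means the concentration at half of the fitted maximal effect; plate controls were DMSO vehicle for no effect and reference control for full effect; nearly all actives have a fitted effect of over 55% in size; some results filed as inactive show a strong effect at the top dose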
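Yeast expressing FUS under galactose induction, OD 0.005 in 2% galactose medium; compounds in a dilution series, 24 h at 30C. Growth rescue by absorbance at 600 nm; CP55940 positive control, DMSO negative.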
Abeta yeast res: A-beta toxicity reversal in yeast; yeast expressing A-beta42, growth rescue, OD600, 48 h; response scale: 0% DMSO, 100% iron-clioquinol control; Potency, µM (series often up to 46.1 µM), inactives show at the top dose growth rescue, actives largely listed as activators; hit rate 0.063% among 410,000; AID 1347071; further: potency means the concentration at half of the fitted maximal effect; nearly all actives have a fitted effect of over 55% in size
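Growth rescue measured by 600 nm absorbance after 48 h yeast culture at 30 C with compound. Values normalized between DMSO and an equimolar ferric chloride plus clioquinol control.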
EPAC1 antagonist: EPAC1 (human) antagonism. O95398. EPAC1 GEF assay, Rap1b-BODIPY-GDP exchange fluorescence. Potency, µM (top dose mostly 115 µM), for the others: top-dose activity change, negative = inhibition, hits mostly inhibitors. hit rate 0.14% among 360,000;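 further: potency means the concentration at half of the fitted maximal effect; plate controls were vehicle for no effect and positive control for full effect; nearly all actives have a fitted effect of over 50% in size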
PLK1 PBD inh: PLK1 (human) polo-box domain binding inhibition; P53350; Plk1 PBD binding of FITC phosphopeptide, fluorescence polarization; Potency, µM, for inactives: max response, negative = inhibition, hits mostly inhibitors; hit rate 2.8% among 360,000; AID 720504; further: potency means the concentration at half of the fitted maximal effect; series mostly up to about 57 µM; on the % scale 0 is the no-effect control and ±100 the full control effect; nearly all actives have a fitted effect of over 65% in size
Target sequence (P53350 whole entry, looked up, the tested form may be a part): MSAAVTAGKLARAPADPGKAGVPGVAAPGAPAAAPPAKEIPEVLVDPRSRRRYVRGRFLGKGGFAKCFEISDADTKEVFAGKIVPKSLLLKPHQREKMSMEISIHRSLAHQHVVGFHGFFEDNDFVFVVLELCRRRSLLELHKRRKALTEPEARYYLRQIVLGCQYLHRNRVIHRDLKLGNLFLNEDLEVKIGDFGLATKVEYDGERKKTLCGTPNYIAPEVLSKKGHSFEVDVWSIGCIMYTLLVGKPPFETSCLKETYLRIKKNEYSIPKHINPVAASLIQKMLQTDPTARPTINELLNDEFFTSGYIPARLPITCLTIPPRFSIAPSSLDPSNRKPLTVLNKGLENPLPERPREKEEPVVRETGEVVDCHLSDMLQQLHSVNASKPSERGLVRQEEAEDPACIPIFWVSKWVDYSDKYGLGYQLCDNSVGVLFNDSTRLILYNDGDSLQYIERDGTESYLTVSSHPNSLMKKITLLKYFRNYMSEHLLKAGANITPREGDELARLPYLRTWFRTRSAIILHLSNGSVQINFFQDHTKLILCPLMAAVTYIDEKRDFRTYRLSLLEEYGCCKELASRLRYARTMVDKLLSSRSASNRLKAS
An asterisk follows results filed as active; ? = inconclusive; / = no result given; & = joins results of further samples; [ ] = remark or other dose. Unless noted, the call rests on the fitted dose curve; in most records, active means well fitted curve in the direction sought with a large enough effect; inconclusive means small, poorly fitted or top-dose-only effect, or another doubt; inactive means no such curve, though single readings can be large; an effect the other way counts as inactive or inconclusive. No enrichment for hits; overall some 4.1% were active at least once.

SMILES | WRN inhibitor | EPAC1 agonist | IL2 activator | PI5P4Ka inh | FUS yeast rescue | Abeta yeast res | EPAC1 antagonist | PLK1 PBD inh
CCCOc1ccc(C(CC(=O)O)NC(=O)c2sc3ccccc3c2Cl)cc1 (stereo unspecified) | 3%[57.1 µM] | -2% | 4.9 | 3 | 9% | 0% | -17% | ?
COc1cc(SC)ccc1C(=O)Nc1ccc(S(=O)(=O)N2CCCC2)cc1 | 3% | -13% | 2.0 | -6 | -2% | -6% | 11% | -1%
Cc1ccc(C(=O)NCCCNC(=O)c2ccccc2C)cn1 | -11% | 11% | -0.5 | 3 | -14% | 13% | -17% | -1%
Cc1ccc(N=CNc2ccc(C)cc2C)c(C)c1 | -7% | -3% | -0.1 | 0 | -12% | -14% | 8% | 1%
CCCNC(=O)c1cc(-c2ccco2)on1 | 6% | -2% | -4.2 | / | 16% | 0% | 1% | -10%
CC(=O)c1c(N)c(C#N)c(C)n1-c1ccc(Br)cc1 | 1% | 3% | -0.4 | 2 | 25% | 5% | -8% | -3%
C[C@H](CO)N1C[C@H](C)[C@@H](CN(C)S(C)(=O)=O)Oc2c(NC(=O)C3CC3)cccc2C1=O | 4% | -26% | 0.1 | 0 | -19% | 0% | 1% | -1%
O=C1NC[C@@H](CCCCN2CCN(Cc3ccccc3)C(=O)C2=O)N(CCC2CCCCC2)C1=O | 6% | -3% | 0.3 | 1 | 11% | -9% | -19% | -10%
NC(=S)NN=C1c2ccccc2-c2cc(Br)ccc21 | -5% | 0% | -7.1 | 3 | / | 0% | -3% | -5%
CC(=O)Nc1sc2c(c1CN1CCN(C)CC1)CCCC2 | -4% | 2% | 0.5 | 3 | -4% | 10% | 5% | -4%
Cc1cc(C)nc(NC(=O)NS(=O)(=O)Nc2ccc(Br)cn2)n1 | -17% | 6% | 1.9 | -8 | -6% | 10% | -8% | -1%
CCn1cc(C(=O)NCCc2ccc(Cl)cc2)c(=O)c2cc(S(=O)(=O)N(C)C)ccc21 | 5% | 4% | 6.9 | 1 | -16% | 0% | 5% | -8%
CCc1ccc(OC(C)C(=O)Nc2ccc(S(=O)(=O)Nc3nccs3)cc2)cc1 (stereo unspecified) | -1% | 8% | -0.1 | 2 | 38% | 10% | -18% | -18%
O=c1[nH][nH]c(-c2ccccc2O)c1C(C[N+](=O)[O-])c1cccc(Cl)c1 (stereo unspecified) | -8% | 2% | -0.4 | -1 | -19% | 10% | 7% | 0%
O=c1cc(O)c2ccccc2[nH]1 | 7% | 8% | 0.7 | -5 | 11% | 10% | -2% | -6%
CN(C1=C(NC(=O)c2ccccc2)C(=O)c2ccccc2C1=O)C1CCS(=O)(=O)C1 (stereo unspecified) | -1% | -30% | -0.9 | -29 | 2% | 17% | -17% | ?
CN(C)CC/C=C1\c2ccccc2COc2ccccc21 | -2% | -9% | -0.3 | 0 | -16% | -51%[inhibitor] | -3% | 2%
COc1cc(-c2nnc(COC(=O)CSCC(=O)Nc3cc(C)on3)o2)cc(OC)c1OC | -8% | 2% | 2.1 | -4 | 18% | -6% | 5% | -3%
Cc1noc(C)c1S(=O)(=O)N1CCC(C(=O)Nc2ccc(Br)cc2)CC1 | -8% | 8% | -1.7 | 4 | 5%&-9% | -6%&2% | -3% | -4%
COc1cc(C(C#N)N2CCCCC2)ccc1O (stereo unspecified) | 2% | 1% | 0.1 | -5 | -27% | 0% | 1% | -10%
Cc1ccc(S(=O)(=O)C[C@@H]2OC3CCCCC3N2S(=O)(=O)c2ccc(C)cc2)cc1 (stereo partly specified) | -3% | 9% | -0.2 | -4 | ? | 7% | -13% | -13%
COc1ccc(CN2C(=O)C(CC(C)C)Nc3ncnc(N4CCCCC4)c32)cc1 (stereo unspecified) | -8% | -7% | -3.5 | -2 | 27% | 4% | -5% | -21%
O=C(/C=C/c1ccc(O)cc1)c1ccc(NC2=C(N3CCCCC3)C(=O)c3ccccc3C2=O)cc1 | -35% | -16% | 0.1 | -29 | / | -15% | -12% | -24%
C=CCN(c1ccc(F)cc1)S(=O)(=O)c1cc(C(=O)OCC(=O)N(C)C2CCS(=O)(=O)C2)ccc1Cl (stereo unspecified) | 1% | -5% | -3.8 | 3 | 44% | 1% | -30% | -7%
COc1cc(CNc2ccccc2)c([N+](=O)[O-])cc1OC | -29% | 5% | -1.1 | -6 | -3% | 16% | ? | -6%
CCCCn1nnnc1C(c1ccccc1)N1CCN(c2ccc(C)cc2)CC1 (stereo unspecified) | 2% | -1% | -0.9 | 5 | 26% | -6% | 5% | 2%
CCOC(=O)c1c(N)sc2c1CCSC2 | -34%[57.1 µM] | 0% | 0.7 | -13 | -18% | 5% | 4% | 0%
Cc1nn(-c2ccccc2)c(C)c1-c1ccccc1O | -8% | 8% | 0.0 | 2 | -11% | -4% | 5% | -5%
CC(=O)c1cccc(NC(=O)CN(C)S(=O)(=O)c2ccc3c(c2)CCC(=O)N3)c1 | -2% | -6% | -0.6 | -9 | -17% | 2% | -5% | -13%
CCC1CCC/C1=N\NC(=O)c1ccoc1C (stereo unspecified) | 12% | 5% | -2.2 | -7 | 16% | 11% | 7% | 2%
Cc1ccc(Cn2nnc3c(=O)[nH]c(C4CCN(S(=O)(=O)c5ccccc5F)CC4)nc32)cc1 | -11% | -1% | 1.5 | 6 | ? | 13% | -24% | -1%
Cn1nc(C(=O)NCc2cccc(F)c2)cc1C(=O)NCc1cccc(F)c1 | 2% | -3% | 5.0 | 3 | -6% | -12% | -25% | 2%
COc1cccc(-c2csc(Nc3ccc(Oc4ccccc4)cc3)n2)c1 | -8% | 10% | 0.0 | 8 | 16% | -9% | -3% | -2%
Cc1cccc(C)c1OCC(=O)Nc1c(C)nn(C)c1C | 7% | -9% | -1.5 | -2 | 11% | -18% | -1% | -12%
Cc1cccc2cc(C3CC(c4ccco4)=NN3S(=O)(=O)c3ccccc3)c(Cl)nc12 (stereo unspecified) | -2% | 0% | 0.7 | -6 | 28% | 25% | 1% | 2%
C=CCNC(=O)c1ccccc1SCc1c(C)noc1C | 3% | 17% | 2.0 | 14 | -3% | 13% | 16% | -3%
CCc1nnc2n1N=C(c1ccc(Br)cc1)CS2 | 2%[57.1 µM] | -1% | 1.0 | -6 | 8% | -18% | -4% | -13%
Cc1ccc(C)c(OC(=O)c2cccnc2Cl)c1C | 1% | -26% | 0.0 | 11 | 33% | -2% | -19% | -12%
Cn1c(CN2CCCC2)nc2cc(NC(=O)COc3ccccc3)ccc21 | -3% | 14% | -0.4 | -2 | 1% | 4% | -11% | -6%
CS(=O)(=O)NCC(c1ccco1)N1CCN(c2ccc(F)cc2)CC1 (stereo unspecified) | 1% | 6% | -0.3 | 3 | -5%&-3% | -10%&-6% | 10% | -3%
Fc1ccc(-c2nnn(Cc3ccccc3Cl)n2)cc1 | 3% | 19% | -6.0 | 4 | 8% | -6% | -10% | 0%
CCOC(=O)C1CCCN(c2ncnc3c2cnn3-c2ccc(Cl)cc2)C1 (stereo unspecified) | -11% | 23% | -1.3 | / | 40% | -14% | -15% | -12%
O=P(O)(Cc1ccccc1)Cc1ccccc1 | 2% | -1% | -0.9 | 2 | 4% | -1% | 1% | 7%
CCOC(=O)c1cc(OC(=O)Cc2ccc(OC)c(S(=O)(=O)N3CCOCC3)c2)cc(C(=O)OCC)c1 | -7% | -6% | -1.2 | 15 | 19% | 0% | -20% | -7%
CCC(=O)N/N=c1/sc2ccccc2n1C | 1% | -1% | 1.9 | 5 | -3% | -9% | 17% | -14%
Cc1oc2c(C)c3oc(=O)c(CCC(=O)NCCCCCC(=O)O)c(C)c3cc2c1C | -6% | -13% | 0.3 | 4 | 26% | 2% | 8% | 2%
CN(C)CCCO[C@@H]1[C@H]2OC(C)(C)O[C@H]2O[C@@H]1[C@H](O)CO | 7% | -8% | -0.2 | 8 | -46% | -1% | 3% | -8%
COc1cccc(C2CC(c3ccc(Br)cc3)=NN2C(=O)c2ccncc2)c1OC (stereo unspecified) | -5% | 14% | 0.0 | -4 | 31% | 24% | -13% | -4%
COc1ccc(CNC(=O)C(c2ccco2)N(C(=O)CNS(=O)(=O)c2ccccc2)c2ccccc2C)cc1 (stereo unspecified) | -4% | 12% | 0.0 | 7 | 40% | 6% | 5% | -1%
C/C(=N/NC(=O)CCC(=O)Nc1cccc(Cl)c1)c1ccc(C)cc1 | 3% | 2% | 1.0 | 8 | / | 0% | -10% | 1%
O=C(CSc1nc(=O)[nH]c2c1CCCC2)Nc1cc(C(F)(F)F)cc(C(F)(F)F)c1 | 5% | 11% | -4.1 | 12 | 2% | 10% | -3% | -6%
Cc1ccn(C(C)CC(=O)N2CCc3ccccc32)n1 (stereo unspecified) | -3% | 5% | -0.6 | 4 | -19% | 7% | -3% | -2%
CC1CC1C(=O)OCC(=O)Nc1ncc(Cl)cc1Cl (stereo unspecified) | ? | 4% | 2.0 | ? | 8% | -10% | -19% | ?
Cc1c(C(=O)NC(=S)Nc2ccccc2N2CCCC2)cccc1[N+](=O)[O-] | -6% | 19% | 1.0 | -2 | 16% | 7% | -11% | ?
CCOc1ccc(-c2c(=O)n(OCc3ccc([N+](=O)[O-])cc3)c3ccccc3[n+]2[O-])c(OCC)c1 | 2% | 3% | -0.5 | -1 | -4% | 11% | 7% | -4%
CC(C)(C)C(=O)Nc1nnc(-c2ccncc2)o1 | 6% | 3% | -2.2 | -5 | -41% | 5% | -3% | 1%
CCNC(=O)CC1SC(=Nc2cccc3ccccc23)N(C)C1=O (stereo unspecified) | -3% | 14% | -0.2 | 1 | 2% | 1% | -4% | -12%
O=C(NNS(=O)(=O)c1ccccc1)c1cnn(-c2ccc(Cl)cc2)c1C(F)(F)F | -10% | -11% | 1.2 | -1 | 15% | 10% | -26% | -8%
O=C(c1cc(S(=O)(=O)N2CCOCC2)ccc1Cl)N1CCCCC1CO (stereo unspecified) | -7% | 7% | 0.2 | 0 | 7% | 4% | 1% | -4%
CC(C)NC(=O)c1ccccc1NC(=O)Cc1ccc(Cl)cc1 | -4% | 1% | -1.6 | / | -14% | -17% | 8% | -7%
COCCN(CC(=O)NCc1ccccc1)C(=O)CCC(=O)Nc1nccs1 | 0% | 9% | -0.4 | 8 | -12% | -5% | 11% | -3%

Two compounds from above, limited to IL2 activator, EPAC1 antagonist and WRN inhibitor.
molecule	IL2 activator	EPAC1 antagonist	WRN inhibitor
Cc1oc2c(C)c3oc(=O)c(CCC(=O)NCCCCCC(=O)O)c(C)c3cc2c1C	0.3	8%	-6%
CN(C)CCCO[C@@H]1[C@H]2OC(C)(C)O[C@H]2O[C@@H]1[C@H](O)CO	-0.2	3%	7%
